Assay outcomes (PubChem)
SMN2 splice enh = increases expression of the SMN2 splice variant. HEK293 SMN2-luciferase splicing reporter, luminescence, 30-36 h. Potency, µM (highest dose often 46.1 µM), without a hit: at the highest dose activity change, positive = activation, actives largely listed as activators. 210,000 compounds, 2.8% hits; also: % of control where 0% means no effect; nearly all actives have a fitted effect of over 55% in size
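HEK293 cells carry an SMN2 […]–luciferase reporter in which exon 7 inclusion puts luciferase in frame. Cells were plated 10-12 h before compound addition, then incubated 30-36 h at 37C. ONE-Glo luminescence was read; sodium butyrate at 4.5 mM final served as control.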
Luc counter = Kinase-Glo luciferase inhibition (counter-screen) | Q27757 | Kinase-Glo luciferase, ATP luminescence, 8 min | Potency, µM (titrated, usually from 38.3 µM), inactives show top-dose activity change, negative = inhibition, hits mostly inhibitors | 200,000 compounds, 0.28% hits | AID 1379; also: % is scaled to controls: 0 for no effect and ±100 for the full control effect; nearly all actives have a fitted effect of over 60% in size
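Recombinant Kinase-Glo luciferase, 10 uM ATP (linear range), luciferin; imidazole pH 7.2 / KCl / MgCl2 / Tween / BSA buffer; 8 min RT; luminescence.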
Tau fibril ThT = inhibitors of human tau fibril formation, thioflavin T binding; Potency, µM (doses to about 57.4 µM), without a hit: at the top dose activity, negative = inhibition, hits mostly inhibitors; recombinant tau K18 P301L (four-repeat tau fragment), heparin-induced fibrillization, ThT fluorescence; 270,000 compounds, 2.1% hits; P10636; also: % is scaled to controls: 0 for no effect and ±100 for the full control effect; nearly all actives have a fitted effect of over 55% in size
Target sequence (P10636 561-689 P618L limits assumed): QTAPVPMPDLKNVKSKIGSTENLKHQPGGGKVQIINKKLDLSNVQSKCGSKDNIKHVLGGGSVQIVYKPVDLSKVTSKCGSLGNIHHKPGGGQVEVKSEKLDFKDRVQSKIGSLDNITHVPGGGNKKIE
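Tau K18 P301L fragment (15 uM unlabeled plus 0.24 uM Alexa 594-labeled) in 100 mM sodium acetate pH 7 with compound, fibrillization induced by 20 uM heparin for 6 hr at 37 C. Thioflavin T (30 uM) added, fluorescence read after 1 hr (ex 450, em 510 nm).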
JMJD2E inh = inhibitors of human JMJD2E histone demethylase; Potency, µM (titrated, usually from 57.1 µM), for inactives: at the top dose activity change, negative = inhibition, hits mostly inhibitors; 230,000 compounds, 1.6% hits; JMJD2E catalytic domain, FDH-coupled NADH fluorescence (FDH is formaldehyde dehydrogenase); B2RXH2; active = well fitted inhibition curve with a large enough effect, not every such curve was filed as active; inconclusive = small, poorly fitted or top-dose-only effect, or another doubt; inactive = no such curve, though single readings can be large or run the other way;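 also: 0% = wells with enzyme and -100% = buffer wells without enzyme; nearly all actives have a fitted effect of over 50% in size; many of its hits are not listed in these tables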
ALDH1A1 block = blocks purified human ALDH1A1 activity; P00352; Purified ALDH1A1, NADH fluorescence, propionaldehyde substrate; Potency, µM (doses to about 75.3 µM), for inactives: top-dose activity, negative = inhibition, actives largely listed as inhibitors; 220,000 compounds, 7.3% hits; AID 1030; active = well fitted inhibition curve with a large enough effect, not every such curve was filed as active; inconclusive = small, poorly fitted or top-dose-only effect, or another doubt; inactive = no such curve, though single readings can be large or run the other way;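 also: plate controls were no enzyme wells and a reference inhibitor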
L3MBTL1 inh = L3MBTL1 (human) inhibition | Q9Y468 | AlphaScreen L3MBTL1–H3K9me1 peptide binding | Potency, µM (doses to about 57.1 µM), without a hit: at the highest dose activity, negative = inhibition, hits mostly inhibitors | 230,000 compounds, 0.66% hits; also: % is scaled to controls: 0 for no effect and ±100 for the full control effect; nearly all actives have a fitted effect of over 60% in size
Target sequence (Q9Y468 whole entry, looked up): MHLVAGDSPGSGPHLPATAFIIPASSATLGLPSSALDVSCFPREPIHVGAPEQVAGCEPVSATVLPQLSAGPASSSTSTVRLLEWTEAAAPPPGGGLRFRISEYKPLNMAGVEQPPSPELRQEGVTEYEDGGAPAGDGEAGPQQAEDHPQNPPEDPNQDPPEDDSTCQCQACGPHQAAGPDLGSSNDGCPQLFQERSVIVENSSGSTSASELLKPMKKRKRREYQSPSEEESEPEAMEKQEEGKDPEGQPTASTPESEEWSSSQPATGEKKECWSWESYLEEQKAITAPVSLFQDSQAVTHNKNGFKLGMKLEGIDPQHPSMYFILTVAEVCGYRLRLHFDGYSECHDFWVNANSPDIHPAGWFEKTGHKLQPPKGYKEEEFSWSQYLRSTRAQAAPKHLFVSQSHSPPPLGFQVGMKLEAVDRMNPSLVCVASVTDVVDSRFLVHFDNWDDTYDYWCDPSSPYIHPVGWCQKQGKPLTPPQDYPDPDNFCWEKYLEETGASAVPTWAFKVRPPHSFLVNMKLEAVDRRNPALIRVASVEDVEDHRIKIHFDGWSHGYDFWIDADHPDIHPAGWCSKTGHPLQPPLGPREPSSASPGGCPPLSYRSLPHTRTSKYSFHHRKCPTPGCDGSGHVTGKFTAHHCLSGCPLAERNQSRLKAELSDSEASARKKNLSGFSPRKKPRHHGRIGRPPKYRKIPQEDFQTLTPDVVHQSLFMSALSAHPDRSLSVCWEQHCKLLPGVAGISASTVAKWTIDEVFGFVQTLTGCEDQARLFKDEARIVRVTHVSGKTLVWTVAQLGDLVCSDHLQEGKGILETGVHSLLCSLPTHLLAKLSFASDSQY
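Read-out is AlphaScreen signal from streptavidin donor and nickel chelate acceptor beads (10 ug/mL final each) bridging L3MBTL1 (50 nM) and biotinylated K9-monomethylated H3(1-15) peptide (75 nM), after 30 min compound exposure at room temperature.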
RECQ1 inh = inhibitors of human RECQ1 DNA helicase | RECQ1 DNA unwinding, red fluorescence kinetic read | Potency, µM (highest dose often 57.3 µM), inactives show top-dose activity, negative = inhibition, actives largely listed as inhibitors | 240,000 compounds, 0.54% hits;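 also: plate controls were vehicle for no effect and no enzyme for full effect; nearly all actives have a fitted effect of over 30% in size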
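RECQ1T1 50 nM; forked duplex (20 bp + 30-nt ss tails) 200 nM, ATP 2 mM final; pH 8.0, 2 mM MgCl2, 2.5 ug/ml poly(dI-dC); 15 min compound preincubation; discontinuous kinetic read over 2 h at RT.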
LMNA splice mod = modulators of lamin A splicing; HeLa LMNA splicing GFP/RFP minigene ratio, 48 h; Potency, µM (series often up to 46.1 µM), inactives show at the top dose ratio change, negative = inhibition, most hits filed as inhibitors; 200,000 compounds, 0.01% hits; active = well fitted inhibition curve with a large enough effect in the signal ratio, with a control signal flat, not every such curve was filed as active; inconclusive = small, poorly fitted or top-dose-only effect, or effect the other way, or a change in a side signal; the % refers to the signal ratio; also: % is scaled to controls: 0 for no effect and ±100 for the full control effect
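Read-out is the ratio of GFP to DsRed2 object intensity, acquired by 488 nm laser-scanning cytometry on HeLa lamin A-EGFP minigene reporter cells. Compound incubation 48 hrs at 37 °C in Opti-MEM with 2% FBS; DMSO 0.5% final.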
An asterisk follows results filed as active; i = inactive; ? = inconclusive; . = no result given; [ ] = remark or other dose. Unless noted, calls follow the shape of the dose curve; as a rule, active = well fitted curve in the direction sought with a large enough effect; inconclusive = small, poorly fitted or top-dose-only effect, or another doubt; inactive = no such curve, though single readings can be large; an effect the other way counts as inactive or inconclusive. Potency is read from the fitted curve at half-maximal effect. An excerpt; the hit share may differ from the screen's.

mol	SMN2 splice enh	ALDH1A1 block	LMNA splice mod	Luc counter	RECQ1 inh	JMJD2E inh	Tau fibril ThT	L3MBTL1 inh
Cc1ccccc1OCCCC(=O)Nc1ccc2c(c1)OCO2	?	?	-10.3%	-1.0%	8.6%	-11.9%	?	-7.1%
O=c1oc(-c2ccccc2NS(=O)(=O)c2ccccc2)nc2ccccc12	-16.5%	11.2%	13.8%	3.2%	i	-25.2%	-6.2%	8.6%
COc1cccc(N2C(=O)C(O)=C(C(C)=O)C2c2ccc(OC)c(OC)c2)c1 (stereo not given)	-3.8%	-2.8%	-5.4%	-0.7%	i	-20.5%	-14.6%	.
CC(C)(C)NC(=O)NC(=O)COC(=O)c1cc[n+]([O-])cc1	3.7%	1.0%	6.3%[46 µM]	4.6%	-2.2%	8.8%	8.6%	2.2%
CCOC(=O)N1CCN(C(=O)C(c2ccccc2)c2ccccc2)CC1	2.7%	4.8%	3.1%	2.6%	-4.3%	-0.8%	-4.6%	-4.1%
Cc1onc(-c2c(F)cccc2Cl)c1C(=O)Nc1ccc(S(=O)(=O)Nc2ncccn2)cc1	-3.6%	2.4%	-3.7%	1.8%	i	4.3%	-0.2%	5.2%
O=C(CCCc1ccccc1)Nc1nnc(C(F)(F)F)s1	0.9%	3.1%	?	2.8%	i	-3.7%	-1.5%	3.1%
CCCOc1ccc(N2CC(C(=O)Nc3ccccc3C(=O)NC)CC2=O)cc1 (stereo not given)	.	-0.4%	16.1%[46 µM]	0.0%	-3.4%	-1.7%	0.8%	5.4%
CCCCCCCC/C=C\CCCCCCCC(=O)NCC(=O)O	6.6%	4.1%	.	-1.3%	-13.3%	22.9%	-16.6%	.
COc1ccc(C2CC(=O)Oc3cc(OC)c(OC)c(OC)c32)cc1 (stereo not given)	.	-8.9%	.	1.6%[39.9 µM]	-5.3%[81.1 µM]	.	-18.2%[81.4 µM]	-0.9%
CCOc1ccc(S(=O)(=O)NCCN2CCOCC2)c2ccccc12	-1.2%	-5.8%	-8.3%	-3.7%	3.3%	-4.6%	-7.5%	3.2%
Cc1nc2c(-c3ccc(F)cc3)c(C)nn2c(C)c1CCC(=O)N1CCN(c2ccccn2)CC1	-4.0%	157.2%[activator]	2.4%	-0.3%	-7.7%	3.3%	-4.6%	-4.5%
O=C(O)c1cccnc1SC1CC(=O)N(c2cccc3ccccc23)C1=O (stereo not given)	9.0%	?	.	6.9%	-4.0%	-8.1%	2.3%	-3.0%
COc1ccc(-c2nc3n(n2)C(c2ccccc2)C2=C(CCCC2=O)N3)cc1OC (stereo not given)	?	2.4%	-2.8%	-1.5%	-14.2%	0.5%	4.1%	7.6%
Fc1ccccc1NC(=S)N(CCCN1CCOCC1)Cc1cccnc1	3.4%	6.7%	.	1.1%	-13.5%	3.6%	-7.7%	.
CCN1CCN(C(=O)C(C)Nc2cc(Cl)c(OC)cc2OC)CC1 (stereo not given)	-0.2%	-11.0%	-12.8%[46 µM]	-0.6%	i	?	?	-18.6%
CC1=NN(C(=O)CCc2ccc3c(c2)OCO3)C(O)(C(F)(F)F)C1 (stereo not given)	-10.9%	?	.	7.7%	i	-14.1%	-10.8%	-10.9%
S=C(Nc1ccc(Cl)cc1)NC1CC2CCCC(C1)N2C1CCCC1 (stereo not given)	-1.7%	3.5%	-2.6%	-5.3%	-0.4%	7.2%	1.6%	-2.3%
Cc1ccccc1NC(=O)c1ccc(-c2ccc(Cl)cc2Cl)o1	0.4%	?	8.3%	0.5%	-7.4%	?	?	.
COc1ccccc1NC(=O)c1cc2ccccc2o1	22.4µM*	1.2%	-8.9%	-2.1%	3.0%	-17.2%	-13.7%	35.5%[activator]

2 compounds from above, limited to Luc counter, ALDH1A1 block and JMJD2E inh:
Structure	Luc counter	ALDH1A1 block	JMJD2E inh
CCN1CCN(C(=O)C(C)Nc2cc(Cl)c(OC)cc2OC)CC1 (stereo not given)	-0.6%	-11.0%	?
Cc1nc2c(-c3ccc(F)cc3)c(C)nn2c(C)c1CCC(=O)N1CCN(c2ccccn2)CC1	-0.3%	157.2%[activator]	3.3%

More records follow:
mol	SMN2 splice enh	ALDH1A1 block	LMNA splice mod	Luc counter	RECQ1 inh	JMJD2E inh	Tau fibril ThT	L3MBTL1 inh
CN(C)S(=O)(=O)c1ccc(N2C(=O)CC2(/C=C/c2ccccc2)C(=O)NC2CCCC2)cc1 (stereo not given)	-9.5%	-4.7%	-15.5%	2.1%	5.4%	-6.6%	-11.3%	10.6%
O=C(Nc1ccccc1)C1CC(=O)n2ncnc2N1 (stereo not given)	-16.8%	3.6%	-16.2%	1.4%	-6.1%	-0.8%	-1.4%	10.8%
CC(C)OC(=O)c1cccc(NC(=O)CSc2nnc(N)s2)c1	-22.6%	?	?	4.0%	-5.6%	8.1%	-15.2%	.
O=C(Nc1sc2c(c1-c1nc3ccccc3[nH]1)CCCC2)C1CC1	-28.5%	?	?	-3.8%	-3.1%	?	?	-6.6%
CSCCC1NC(=O)N(CC(=O)Nc2ccc(Br)cc2Br)C1=O (stereo not given)	.	15.5%	-12.2%[46 µM]	.	i	-1.9%	-9.5%	-2.7%
CCOC(=O)C1CCN(c2c(NCc3ccc(C(=O)NC4CCCC4)cc3)c(=O)c2=O)CC1	2.6%	-9.9%	-3.3%	-4.7%	-7.1%	5.8%	2.7%	2.1%
COC(=O)C1OC(=O)C2O[C@@]23[C@]2(C)C(OC(C)=O)CC4C(C)(C)C(=O)CC[C@]4(C)C2CC[C@@]13C (stereo not given in full)	12.3%	3.0%	.	-4.8%	i	4.0%	2.7%	.
COc1ccccc1CNC(=O)c1cn(C)c(=O)c2cc(OC)c(OC)cc12	-8.0%	?	14.5%	-1.0%	-14.4%	9.5%	2.0%	.
O=C(/C=C/c1ccccc1)OCc1cnc(Cl)s1	-1.3%	1.1%	-20.3%[46 µM]	3.4%	-1.7%	10.4%	-2.4%	62.3%[activator]
COC(=O)C(C)(C)ONC(=O)Nc1ccccc1	3.9%	15.1%	-0.6%	3.5%	-3.3%	1.3%	-2.2%	0.1%
Cc1ccc(S(=O)(=O)Nc2ncc(C(F)(F)F)cc2Cl)cc1	-20.6%	-7.7%	.	2.8%	i	-2.3%	8.1%	-2.4%
Nc1nc(SCc2nnc(SCC(=O)O)n2-c2ccccc2)nc2sc3c(c12)CCCC3	0.8%	?	-11.9%	3.5%	-4.7%	-3.5%	-9.0%	.
O=C(/C=C/c1cccc(F)c1)N1CCN(c2ccccn2)CC1	.	.	.	.	-1.5%	11.9%	-4.6%	2.2%
O=C(CSc1nnc2c3ccccc3c3ccccc3c2n1)Nc1ccccc1	-2.4%	0.2%	4.1%	2.4%	-16.2%	-10.4%	?	0.3%
COc1cc(/C=C2/C(=O)N(c3ccc([N+](=O)[O-])cc3)N=C2N2CCOCC2)ccc1O	.	?	.	.	-0.6%	-5.0%	?	-9.8%
C/C(=N\NC(=O)c1ccc(NS(=O)(=O)c2cccs2)cc1)c1ccc2c(c1)OCO2	-0.4%	?	-7.3%[46 µM]	3.7%	i	4.0%	-4.5%	-3.6%
CCOc1ccc(-c2noc(=O)[nH]2)cc1	11.0%	17.6%	8.1%	-1.8%	i	13.8%	-4.2%	4.2%
CC(NC(=O)OCc1ccccc1)C(=O)NCC1CCCO1 (stereo not given)	-13.7%	11.2%	13.5%	-4.0%	-20.7%	5.3%	4.2%	12.9%
O=C1CC(c2ccsc2)Sc2ccccc2N1 (stereo not given)	.	-13.3%	.	.	i	-0.3%	-5.4%	8.9%
N/C(=N\OC(=O)COc1cc(Cl)c(Cl)cc1Cl)c1ccccn1	11.2µM*	-9.9%	-16.8%[46 µM]	-3.6%	-0.8%	-25.0%	?	0.6%
Brc1ccccc1-c1nnc2sc(Cc3ccccc3)nn12	-30.5%[inhibitor]	-14.2%	-29.0%	-0.3%	-0.8%	5.5%	-10.1%	-1.7%
N#CC(C#N)=C1NC2(CCCCC2)Cc2ccccc21	.	.	.	.	-9.4%	2.4%	-2.9%	-0.9%
O=C(COc1ccccc1)Nc1cccc2c1CCCC2	-25.4%	-7.7%	3.2%	2.5%	-4.0%	?	-5.5%	24.6%
O=C(O)CSCNC(=O)C12CC3CC(CC(C3)C1)C2	14.9%	-3.8%	4.0%	-4.1%	-0.6%	-6.3%	-6.1%	.
CC(C)NC(=S)N/N=C/c1ccc(C(C)(C)C)cc1	0.2%	11.1%	.	-2.4%	-10.0%	-6.9%	?	.
CC(=O)N1CCc2cc(Br)cc(S(=O)(=O)N3CCN(c4ccccn4)CC3)c21	-16.7%	3.0%	-3.6%	-3.4%	i	3.1%	2.5%	4.7%
CC(C)(C)NC(=O)CN(Cc1cccs1)C(=O)CN1C(=O)C(=O)c2ccccc21	-32.6%[inhibitor]	0.0282µM*	.	4.4%	-7.1%	-7.2%	-15.1%	.
COc1ccc(C)cc1Nc1cc(C)nc2nc(C)nn12	?	6.8%	?	1.8%	-26.3%	-2.5%	-7.4%	5.8%
CC1=C(C(=O)OCc2ccccc2)C(/C=C/c2ccccc2)NC(=S)N1 (stereo not given)	-69.8%[inhibitor]	0.199µM*	-18.2%	3.7%	-5.6%	-16.5%	?	?
